From PubChem BioAssay
hcDAF-12 act – H. contortus DAF-12 nuclear receptor activators, primary screen, cell-based, luminescence, HEK293, lit1-tk-luc reporter; HEK293 hcDAF-12 lit1-tk-luc reporter; 0% DMSO, 100% Δ7-dafachronic acid; activation, % at 6.8 µM; 370,000 tested, 1.4% active;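 active means activation above the mean of all tested compounds plus 3 SD, cut at about 5.5% in these data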;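 further: 100% = response to 3 µM Δ7-dafachronic acid high control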
PLC-gamma1 inh – PLC-gamma1 enzyme inhibitors, primary screen, biochemical, fluorescence, purified enzyme; 1-phosphatidylinositol 4,5-bisphosphate phosphodiesterase gamma-1 (Homo sapiens), P19174; fluorogenic substrate; inhibition, % at 12.2 µM; 370,000 tested, 0.84% active; AID 720700, 2013; in the data active means inhibition above about 9.5%
ADAM17 inh – ADAM17 inhibitors, primary screen, biochemical, QFRET; Disintegrin and metalloproteinase domain-containing protein 17 (Homo sapiens), P78536; recombinant ADAM17, EDANS/DABCYL FRET peptide cleavage; inhibition, % at 6.95 µM; 370,000 tested, 0.83% active; AID 720648, 2013;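 active means inhibition above the mean of compounds lying between control limits plus 3 SD, set per campaign, cut at about 8.5% in these data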;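 further: 0% = DMSO-only wells as the low control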
Target sequence (P78536 215-824 limits assumed): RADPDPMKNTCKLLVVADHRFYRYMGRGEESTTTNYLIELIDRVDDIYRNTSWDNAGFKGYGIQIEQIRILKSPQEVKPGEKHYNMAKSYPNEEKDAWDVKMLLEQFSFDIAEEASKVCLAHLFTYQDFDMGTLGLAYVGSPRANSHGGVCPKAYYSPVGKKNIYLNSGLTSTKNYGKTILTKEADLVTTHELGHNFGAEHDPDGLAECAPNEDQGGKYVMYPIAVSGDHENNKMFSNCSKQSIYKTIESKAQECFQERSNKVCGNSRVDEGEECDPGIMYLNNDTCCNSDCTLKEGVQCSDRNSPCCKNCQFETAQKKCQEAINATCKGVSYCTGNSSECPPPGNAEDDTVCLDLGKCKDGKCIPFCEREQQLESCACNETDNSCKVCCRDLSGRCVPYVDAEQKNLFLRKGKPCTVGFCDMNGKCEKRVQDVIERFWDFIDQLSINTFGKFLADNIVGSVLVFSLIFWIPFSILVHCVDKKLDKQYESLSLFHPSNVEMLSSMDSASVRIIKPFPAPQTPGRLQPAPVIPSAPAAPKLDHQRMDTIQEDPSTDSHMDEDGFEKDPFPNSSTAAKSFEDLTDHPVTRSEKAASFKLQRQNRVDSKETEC
sPLA2-III inh – human group III sPLA2 inhibitors, primary screen, biochemical, QFRET, BODIPY PC-A2 liposome substrate; 370,000 tested, 0.56% active; inhibition, % at 12.2 µM; AID 743126, 2013; Group 3 secretory phospholipase A2 (Homo sapiens), Q9NZ20; QFRET BODIPY PC-A2 liposome hydrolysis, fluorescence;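 active means inhibition above mean plus 3 SD of compounds lying within the high and low control bounds, cut at about 19% in these data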;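 further: 0% = median of test compound wells and 100% = no enzyme DMSO wells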
hgDAF12 agonist – H. glycines DAF-12 receptor agonists, primary screen, cell-based, luminescence, HEK293, GAL4 fusion, UAS-luciferase. activation, % at 6.8 µM. 370,000 tested, 1.8% active. Nuclear hormone receptor DAF-12 (Heterodera glycines), GAL4 fusion. HEK293 GAL4-hgDAF12 UAS-luciferase reporter, agonist luminescence; normalized to butyrate control. AID 687014, 2013;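 active means activation above a cutoff set at the mean of all screened compounds plus 3 SD, cut at about 10% in these data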;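 further: 0% = DMSO wells and 100% = sodium butyrate wells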
DAX1 inh-1 – DAX1 (NR0B1) inhibitors on StAR promoter, primary screen, cell-based, luminescence, SF-1 (NR5A1), full-length DAX-1; inhibition, % at 6.8 µM; 370,000 tested, 1.1% active; HEK293T StAR-luciferase reporter, SF-1/DAX-1 repression relief; AID 652010, 2013;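 active means inhibition above the mean over all tested compounds plus 3 SD, cut at about 3.6% in these data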;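 further: 0% = DAX-1 cells with DMSO and 100% = cells lacking DAX-1 with DMSO; higher inhibition means more luminescence from relief of DAX-1 repression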
FXN GAA850 act – FXN promoter activators, primary screen, cell-based, luciferase luminescence, HEK293 lucGAA850; HEK293 lucGAA850 FXN promoter luciferase reporter, 24 h; percent of 10 µM SAHA response; AID 540364, 2011; 360,000 tested, 0.56% active; activation, % at 6 µM;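 active means activation above the average of all compounds screened plus 3 SD, cutoff fixed separately per campaign, cut at about 7.5% in these data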;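 further: 0% = DMSO wells and 100% = 10 µM SAHA wells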
PLCb3 inh – human PLC-beta3 inhibitors, primary screen, biochemical, fluorescence; 1-phosphatidylinositol 4,5-bisphosphate phosphodiesterase beta-3 (Homo sapiens), Q01970; Purified PLC-beta3, fluorogenic substrate; inhibition, % at 12.2 µM; 370,000 tested, 0.18% active; AID 720704, 2013; in the data active means inhibition above about 11%;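 further: 0% = median of compound wells on plate and 100% = full blocker control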
ssDAF12 agonist – S. stercoralis DAF-12 nuclear receptor activators, primary screen, cell-based, luminescence, HEK293, GRIP1 co-expression, lit1-tk-luc | HEK293 ssDAF-12/GRIP1 lit1-tk-luc reporter; % of 3 µM dafachronic acid response | activation, % at 6.8 µM | 370,000 tested, 1% active | AID 652126, 2013;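 active means activation above the mean over all tested compounds plus 3 SD, cut at about 0.9% in these data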;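 further: 0% = DMSO-only wells and 100% = 3 µM delta7-dafachronic acid wells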
DAX1 inh-2 – DAX1 (NR0B1) inhibitors, primary screen, cell-based, HEK293, Gal4-DAX1, luciferase luminescence. Nuclear receptor subfamily 0 group B member 1 (Homo sapiens), P51843. HEK293 Gal4-DAX1 luciferase reporter. inhibition, % at 6.75 µM. 340,000 tested, 0.99% active. AID 504766, 2011;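 active means inhibition above the mean over all tested compounds plus 3 SD, cut at about 4.2% in these data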;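 further: 0% = DAX1-transfected cells with DMSO and 100% = empty-vector control cells with DMSO; inhibition shows as a rise in luminescence from relieved DAX1 repression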
Target sequence (P51843 207-470 limits assumed): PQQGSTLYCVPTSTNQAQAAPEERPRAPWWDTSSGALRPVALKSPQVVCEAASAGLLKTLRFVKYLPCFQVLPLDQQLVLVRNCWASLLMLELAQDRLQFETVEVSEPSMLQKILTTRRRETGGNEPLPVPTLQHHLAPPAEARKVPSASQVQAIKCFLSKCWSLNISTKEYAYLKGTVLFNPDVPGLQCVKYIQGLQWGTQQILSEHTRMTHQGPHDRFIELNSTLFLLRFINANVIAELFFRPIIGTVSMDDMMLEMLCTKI
ADAM10 inh – human ADAM10 inhibitors, primary screen, biochemical, QFRET, HTS; Disintegrin and metalloproteinase domain-containing protein 10 (Homo sapiens), O14672; inhibition, % at 7 µM; 370,000 tested, 0.62% active; recombinant ADAM10, EDANS/DABCYL FRET peptide cleavage, 3 h;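 active means inhibition above a per-campaign cutoff equal to the mean of compounds falling between control-based bounds plus 3 SD, cut at about 20% in these data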;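 further: 0% = DMSO wells while the 100% control is not disclosed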
Numbers without * were called inactive; . = not tested or not shown.

compound,ADAM17 inh,FXN GAA850 act,ADAM10 inh,DAX1 inh-1,PLCb3 inh,ssDAF12 agonist,PLC-gamma1 inh,hcDAF-12 act,hgDAF12 agonist,DAX1 inh-2,sPLA2-III inh
O=C(C[C@H]1C(=O)N(c2ccccc2)C[C@@H]1Cc1ccccc1)Nc1ccccc1,-2,-0.8,-10,-0.5,2,-0.9,3,-0.8,3.7,0.8,1
COc1ccc(C2C(C(C)=O)=C(O)C(=O)N2Cc2ccccc2)c(OC)c1 (centres undefined),7,1.0,0,-0.1,-6,-0.6,-1,-1.4,1.9,-0.8,-10
CC1(C(=O)NCc2ccc3c(c2)OCO3)CCN1C(=O)Cc1ccc(Cl)cc1Cl (centres undefined),-2,-1.8,-5,-2.9,-2,-1.0,0,1.3,0.1,.,-9
Cc1cccc(C)c1OCC(=O)NCc1nnc(SCC(=O)NC2CCCCC2C)n1C (centres undefined),-1,-0.2,-2,0.5,-1,-1.3,2,-0.6,1.8,1.3,4
Cc1ccc(N2CCN(S(=O)(=O)c3nnc(NC(=O)c4ccccc4)s3)CC2)cc1,1,-2.1,-3,0.1,-7,-1.4,-4,1.2,-1.9,2.6,-5
CC(Nc1n[nH]c(=O)[nH]c1=O)C(=O)N/N=C/c1cccs1 (centres undefined),2,0.8,0,0.0,-2,-1.1,1,-0.7,-1.3,0.5,2
Cc1c(NC(=O)CCC2CCCCC2)c(=O)n(-c2ccccc2)n1C,2,0.2,-6,1.6,-2,-1.1,-1,-2.2,1.8,0.3,16
COc1ccccc1C(=O)C1CCCN(C(=O)c2ccccc2Cl)C1 (centres undefined),-2,0.0,-5,-0.2,-6,-0.8,0,-0.7,-2.4,1.1,-3
Cc1ccc(C(=O)c2coc3ccc(O)c(CN(C)C)c23)cc1,0,-3.2,0,-0.2,-5,-1.1,-1,-1.2,0.8,0.6,-11
O=C(Nc1cccnc1)c1ccc(CSc2ccc(Cl)cc2)o1,3,.,-3,-2.2,1,-1.9,-2,-2.5,-3.7,.,-10
O=C(Nc1cccc(Cl)c1)C1CCCN(S(=O)(=O)c2ccc(F)cc2)C1 (centres undefined),4,-0.2,13,-1.5,2,-2.1,2,-2.7,-2.0,-1.2,-26
CC(=O)N1CCc2c(sc(NC(=O)C3CC3)c2-c2nc3ccccc3s2)C1,-56,2.4,-209,-2.8,-481,-0.6,-348,-0.5,1.0,1.3,-18
COC(=O)[C@H](Cc1ccccc1)NS(=O)(=O)c1ccc(F)cc1Br,-1,0.9,-3,1.5,4,-0.8,-3,-0.7,0.4,0.0,-9
COc1ccc(OC)c(NC(=O)CSc2sc3c(O)cc(=O)[nH]c3c2C#N)c1,-2,1.0,-6,-0.6,-9,-0.6,-4,1.0,0.4,0.3,6
CCn1c(/C=C/c2ccccc2Cl)nc2ccccc2c1=O,2,2.7,8,0.1,-20,-0.9,-11,-1.1,2.1,1.6,-6
COc1cc(NC(=O)COc2cc3oc(=O)cc(C)c3cc2Cl)cc(OC)c1OC,-2,0.6,-1,-0.2,-7,-0.2,1,-2.1,-2.1,-0.8,5
O=C(C/C=N/OCc1c(Cl)cccc1Cl)c1ccc(Cl)cc1,-1,0.3,1,0.4,-3,-1.0,-4,0.8,-0.2,-1.3,-1
c1ccc2c(c1)CCN2CCN1CCc2ccccc21,-1,-0.8,-5,-0.2,-13,0.2,-10,5.1,3.2,0.8,-3
COc1ccc(C(=O)Nc2ccc(C)cn2)c(OC)c1,0,-13,5,-1.3,3,-2.0,3,-1.0,-7.0,-4.2,-2
O=C(Cc1cccc(NC(=O)C2CCN(C(=O)CCc3ccccc3)CC2)c1)Nc1cccc(C(=O)N2CCCC2)c1,-2,1.2,-3,-0.4,-3,-1.2,0,-0.8,-1.7,-0.4,-18
CCn1c(CN(C)c2ccccc2)nc2ccccc21,5,3.6,12,0.0,-6,-1.3,3,2.6,3.2,2.6,0
CCc1ccc(C(C)NC(=O)/C=C/c2ccc(Br)cc2)cc1 (centres undefined),-3,-2.5,0,-0.5,1,-1.6,0,-0.7,-2.4,1.5,1
O=C(N[C@@H](Cc1ccccc1)c1nc2ccccc2[nH]1)c1ccc([N+](=O)[O-])cc1,1,.,3,-0.2,-4,-0.7,4,1.2,2.0,.,-14
Cc1nc(SC2CCOC2=O)c2c(C)c(C)sc2n1 (centres undefined),-2,0.9,-8,0.1,2,-1.1,-1,0.4,1.2,-0.7,1
Cc1ccc(N2CCN(/N=C/c3ccccc3[N+](=O)[O-])CC2)cc1,-4,-1.1,-2,-0.8,-5,-1.2,1,-1.3,7.4,-0.5,6
Cc1cc(NC(=O)c2ccc(Br)o2)ccc1NC(=O)c1ccco1,2,-1.0,8,0.0,0,-0.5,-2,3.2,3.0,0.0,4
CCOc1ccc(S(=O)(=O)Nc2ccc(OC)nc2)cc1,-2,-2.8,6,-0.8,-7,-1.5,-1,-2.5,3.5,-0.7,0
c1ccc2c(c1)Nc1ccncc1S2,-7,-0.5,-13,-0.1,-69,-1.9,-59,0.3,0.5,0.7,-1
COc1cccc(CN2CCC(Oc3ccc(C(=O)N4CCCCC4)cc3)CC2)c1,3,0.9,-3,-0.5,-2,-1.8,3,-0.7,-3.5,0.1,-28
CC1(C(=O)Nc2ccc3c(c2)OCCO3)CN(S(C)(=O)=O)CC(=O)N1C1CCCCCC1 (centres undefined),-6,.,-13,0.0,-3,-0.5,1,1.9,3.4,.,-12

Two entries picked at random from those above:
compound,ADAM17 inh,FXN GAA850 act,ADAM10 inh,DAX1 inh-1,PLCb3 inh,ssDAF12 agonist,PLC-gamma1 inh,hcDAF-12 act,hgDAF12 agonist,DAX1 inh-2,sPLA2-III inh
Cc1ccc(N2CCN(S(=O)(=O)c3nnc(NC(=O)c4ccccc4)s3)CC2)cc1,1,-2.1,-3,0.1,-7,-1.4,-4,1.2,-1.9,2.6,-5
CC(Nc1n[nH]c(=O)[nH]c1=O)C(=O)N/N=C/c1cccs1 (centres undefined),2,0.8,0,0.0,-2,-1.1,1,-0.7,-1.3,0.5,2

(list continues)
compound,ADAM17 inh,FXN GAA850 act,ADAM10 inh,DAX1 inh-1,PLCb3 inh,ssDAF12 agonist,PLC-gamma1 inh,hcDAF-12 act,hgDAF12 agonist,DAX1 inh-2,sPLA2-III inh
COc1ccc(C(=O)NCc2nnc(SCC(=O)NCc3ccc(F)cc3)o2)cc1,-4,2.8,-6,-0.1,2,-1.3,-1,-0.4,-1.3,-0.3,4
CCCOc1ccc(C2=CSC3=NCCN23)cc1[N+](=O)[O-],1,0.9,6,0.2,-3,-1.2,2,-0.8,0.0,2.1,4
O=C(/C=C/[C@H]1O[C@@H](n2ccc(=O)[nH]c2=O)[C@H](O)[C@@H]1O)NCCN1CCCC1,-2,.,-8,-0.4,-3,-1.4,2,-1.2,-0.5,.,10
CCN1C(=O)CC(N2CCN(c3cccc(OC)c3)CC2)C1=O (centres undefined),-5,-0.2,-1,-0.4,-6,-1.3,-1,-1.3,0.4,-0.5,-5
COc1ccc(N2CC(=O)N(c3ccc(OC)c(OC)c3)CC2=O)cc1OC,1,1.7,4,0.5,5,-1.1,0,-0.1,-2.1,-0.1,0
Cc1cccc(OCC(=O)NCc2ccncc2)c1C,-3,-0.2,-18,-0.8,-2,-1.5,-1,-1.0,0.3,1.4,6
O=C(CN(CC1CCCO1)C(=O)CNS(=O)(=O)c1ccc(F)cc1)NCc1ccco1 (centres undefined),-1,-0.3,-5,-0.6,2,-0.5,1,-1.6,-0.1,1.4,0
O=C(NCCN1CCCc2ccccc21)C1CCC(=O)N(CCc2ccccc2)C1 (centres undefined),-4,1.3,-10,1.6,-21,-0.3,-9,4.5,0.4,0.6,-1
CC1CCN(CCCNS(=O)(=O)c2cc3c(cc2Br)CCN3C(=O)C2CC2)CC1,-1,.,-1,0.6,1,-1.2,1,1.0,-0.6,.,3
O=C(Nc1ccc(F)cc1F)c1cc(=O)n(-c2ccccc2)c(=O)[nH]1,-3,-0.1,6,-0.5,2,-1.3,4,-1.3,0.0,0.8,5
O=C(O)C1CCCCC1C(=O)Nc1cccc(Br)c1 (centres undefined),4,0.9,1,-0.2,7,-0.5,3,-1.2,0.6,-0.4,3
COCCNC(=O)c1cnn2c1NC(c1ccco1)CC2C(F)(F)F (centres undefined),-1,0.9,6,1.1,-2,-0.8,0,-1.4,-0.7,-0.7,-6
CCOC(=O)c1ccccc1NC(=O)COC(=O)CCC1CCCC1,8,1.6,-4,1.1,-4,-1.5,6,2.4,-1.6,1.6,-4
Cc1ccc([C@@H]2CC=C(C(=O)O)[C@H](c3ccccc3)N2S(=O)(=O)c2ccccc2C)cc1,-4,-1.1,-8,-0.6,0,-1.4,-2,-0.9,-0.8,-0.1,-25
CCN(CC)S(=O)(=O)c1ccc(N2CCOCC2)c(NC(=O)C23CC4CC(CC(Cl)(C4)C2)C3)c1,1,4.2,2,-0.9,0,-2.2,2,-2.4,1.9,-0.6,-17
CN(C)C1=NC[C@H](Cc2ccccc2)N1CC1CCCCCC1,1,-3.1,-13,-0.2,2,-1.3,4,-2.3,-0.8,0.9,-7
CC(C)(C)C(=O)n1nc(-c2ccccc2)oc1=O,-2,2.0,-4,-0.3,1,-1.0,1,2.9,-0.1,1.4,7
NC(=O)[C@@H]1CCCCNc2c(F)cc([N+](=O)[O-])cc2C(=O)N[C@@H](CCCN=C(N)N)C(=O)NCC(=O)N1,-3,2.0,9,0.6,-2,-0.6,1,-0.6,0.6,1.3,4
O=C1/C(=C\c2ccc(O)cc2)SC(=S)N1Cc1ccccc1,0,0.2,8,-0.4,-28,-1.6,-21,0.1,1.4,-1.0,-35
O=C(Oc1c(-c2ccccc2)c(=O)n2c3c(cccc13)CC2)c1ccc(F)cc1,-5,-1.8,-8,-0.5,-10,-1.9,-6,-1.7,3.2,-1.4,8
